Source: PubChem BioAssay
HEK cytotox = kills HEK 293 cells; AID 1345083; HEK 293 viability, ATP luminescence (CellTiter-Glo), 48-72 h; actives 6.6% (n = 94,000); Potency, µM (doses to about 115 µM), without a hit: top-dose activity change, negative = cytotoxicity, most hits filed as inhibitors; also: potency is read from the fitted curve at half-maximal effect; nearly all actives have a fitted effect of over 60% in size
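qHTS cytotoxicity; HEK 293, 250 cells/well; compound pinned; 48 or 72 hr, 37 degree Celsius, 5% CO2, 95% humidity; CellTiter-Glo, 10 min RT; luminescence (ATP).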
HEK293 viab = counter-screen for SNCA expression inhibitors: cell viability; Potency, µM (top dose mostly 57.1 µM), without a hit: at the highest dose activity change, negative = cytotoxicity, most hits filed as cytotoxic; actives 0.12% (n = 150,000); HEK-293-SNCA-luc viability, GF-AFC fluorescence, 24 h;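 also: potency is read from the fitted curve at half-maximal effect; 0% = DMSO-treated cells and -100% = medium-only wells without cells; nearly all actives have a fitted effect of over 30% in size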
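HEK-293-SNCA-luc cells (1500/well) plated 24 h, then exposed 24 h to a dilution series; GF-AFC added 30 min at 37C, fluorescence 405/540 nm; normalised to medium-only and DMSO wells, Hill fit.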
SNCA expr inh = inhibitors of alpha-synuclein (SNCA) gene expression; HEK-293 SNCA-luciferase knock-in, luminescence, 24 h; Potency, µM (series often up to 57.2 µM), for inactives: at the top dose activity change, negative = inhibition, hits mostly inhibitors; actives 0.17% (n = 140,000);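 also: potency is read from the fitted curve at half-maximal effect; plate controls were DMSO cells for no effect and cell-free wells for full effect; nearly all actives have a fitted effect of over 45% in size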
NIH3T3 tox = kills NIH 3T3 cells | NIH 3T3 viability, CellTiter-Glo ATP luminescence, 48-72 h | Potency, µM (highest dose often 96.7 µM), for inactives: at the highest dose activity change, negative = cytotoxicity, usual class: inhibitors | actives 4.3% (n = 94,000) | AID 1345082; also: potency is read from the fitted curve at half-maximal effect; nearly all actives have a fitted effect of over 55% in size
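Luminescent ATP readout (CellTiter-Glo, 10 min RT) after 48 or 72 hr compound exposure of NIH 3T3 cells seeded at 400 cells/well in 1536-well format; quantitative HTS.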
FLuc inh = inhibitors of firefly (Photinus pyralis) luciferase. purified P. pyralis luciferase, luminescence, biochemical. Potency, µM (titrated, usually from 115 µM), without a hit: at the highest dose activity change, negative = inhibition, most hits filed as inhibitors. actives 2.5% (n = 76,000); also: potency is read from the fitted curve at half-maximal effect; nearly all actives have a fitted effect of over 65% in size
Target sequence (P08659 whole entry, looked up): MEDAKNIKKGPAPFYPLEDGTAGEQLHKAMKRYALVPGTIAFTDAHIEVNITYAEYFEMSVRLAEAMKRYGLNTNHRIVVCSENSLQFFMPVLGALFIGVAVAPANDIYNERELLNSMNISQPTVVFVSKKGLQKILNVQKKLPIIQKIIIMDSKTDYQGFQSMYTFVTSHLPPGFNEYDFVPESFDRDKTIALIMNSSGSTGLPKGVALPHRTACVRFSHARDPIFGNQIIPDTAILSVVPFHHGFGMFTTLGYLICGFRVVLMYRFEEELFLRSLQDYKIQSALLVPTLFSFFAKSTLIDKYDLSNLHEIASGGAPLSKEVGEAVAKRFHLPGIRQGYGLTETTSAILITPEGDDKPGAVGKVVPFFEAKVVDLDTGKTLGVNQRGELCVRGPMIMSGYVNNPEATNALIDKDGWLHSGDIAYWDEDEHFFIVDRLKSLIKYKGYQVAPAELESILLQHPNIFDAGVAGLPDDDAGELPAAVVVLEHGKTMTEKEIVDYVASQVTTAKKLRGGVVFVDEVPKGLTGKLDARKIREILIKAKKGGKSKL
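Purified P. pyralis luciferase (10nM final) in 50mM Tris acetate pH 7.5, 10mM Mg acetate, 0.01% Tween-20, 0.05% BSA with 10uM D-luciferin and 10uM ATP. Compounds titrated qHTS. Luminescence imaged on CCD.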
IP6K1 inh = IP6K1 kinase inhibition. activity change, % (series mostly up to about 58 µM). Q92551. actives 0.81% (n = 140,000). IP6K1 kinase, ADP-Glo luminescence, 2 h; active compounds read low; in the data active = activity change below about -25%
Target sequence (Q92551 whole entry, looked up): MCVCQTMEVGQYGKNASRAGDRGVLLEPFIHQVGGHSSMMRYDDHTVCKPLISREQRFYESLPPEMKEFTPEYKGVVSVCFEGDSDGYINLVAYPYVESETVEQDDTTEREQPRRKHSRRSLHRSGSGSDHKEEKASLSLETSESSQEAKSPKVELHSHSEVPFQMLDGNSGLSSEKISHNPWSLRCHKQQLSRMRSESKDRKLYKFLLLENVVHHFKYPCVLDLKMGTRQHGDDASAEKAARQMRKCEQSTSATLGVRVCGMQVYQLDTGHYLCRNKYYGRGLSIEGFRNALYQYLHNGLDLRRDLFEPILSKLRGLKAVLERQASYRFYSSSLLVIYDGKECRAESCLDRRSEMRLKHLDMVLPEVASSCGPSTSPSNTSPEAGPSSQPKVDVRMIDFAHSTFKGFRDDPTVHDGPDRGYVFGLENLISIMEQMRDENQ
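ADP-Glo luminescence measures ADP made by human IP6K1 during a 2 h RT reaction with ATP/IP6 (mix at 1.3 mM/130 uM); top library doses 57.5 and 19.1 uM final.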
GPT2 inh = GPT2 alanine aminotransferase inhibition; Q8TD30; Recombinant GPT2, coupled pyruvate oxidase/HRP Amplex Red fluorescence; Potency, µM (top dose mostly 57.7 µM), inactives show at the highest dose activity change, negative = inhibition, usual class: inhibitors; actives 0.25% (n = 100,000); AID 1671188; also: potency is read from the fitted curve at half-maximal effect; nearly all actives have a fitted effect of over 60% in size; many of its hits are not listed in these tables
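Fluorescence of coupled pyruvate oxidase/HRP/Amplex Red system (50uM Amplex, 30 min, dark) reports pyruvate formed by GPT2. Enzyme reaction: 10ng/uL GPT2, 2mM L-alanine, 250uM a-KG, 30 min room temperature, pH 7.5; 50uM AOA control.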
Starred values were filed as active, the others as inactive; [ ] = another dose, or the depositor's remark. Unless noted, calls follow the shape of the dose curve; as a rule, active = well fitted curve in the direction sought with a large enough effect; inconclusive = small, poorly fitted or top-dose-only effect, or another doubt; inactive = no such curve, though single readings can be large; an effect the other way counts as inactive or inconclusive. Unless noted, % is scaled to controls: 0 for no effect and ±100 for the full control effect.

`CCCN1CCN(C(=O)c2c(C)oc3c2CN(Cc2ccc(C)cc2)CC3)CC1` gave HEK cytotox inconclusive, HEK293 viab 0%, SNCA expr inh -10%, NIH3T3 tox inconclusive, FLuc inh -13%, IP6K1 inh -3 and GPT2 inh inactive.
Cc1ccc(Nc2c(-c3ccc(N4CCOCC4)cc3)nc3ccc(C)cn23)cc1 was read as HEK293 viab 9%, SNCA expr inh 0% and IP6K1 inh -4.
Screening COc1ccc(C(=O)N2CCC3(CC2)NC(=O)N(c2ccccc2)N3)cn1 returned HEK cytotox inconclusive, HEK293 viab -6%, SNCA expr inh -22%, NIH3T3 tox inconclusive, FLuc inh 2%, IP6K1 inh 17 and GPT2 inh -3%.
For CCN(CC)S(=O)(=O)c1nnc(NC(=O)c2ccccc2Cl)s1 the results were HEK293 viab 11%, SNCA expr inh 7% and IP6K1 inh 7.
`CN(C)C(=O)c1ccc(N2CC3CC(C2)[C@H]2CCCC(=O)N2C3)nc1` (stereo not given in full) gave HEK cytotox -2%, HEK293 viab 7%, SNCA expr inh -9%, NIH3T3 tox -4%, FLuc inh 9%, IP6K1 inh 4 and GPT2 inh 4%.
CCOc1ccc(CNC(=O)C2CCCN(c3nc4c(C)cc(C)cc4s3)C2)cc1 (stereo not given) was read as HEK293 viab 7%, SNCA expr inh 243%[activator] and IP6K1 inh -3.
Screening CC1(C(=O)O)CCCC2(C)C3CCC4CC3(CCC12)CC4(O)CO (stereo not given) returned HEK293 viab 17%, IP6K1 inh -1 and GPT2 inh -12%[27.3 µM].
`c1ccc(CN2CC[C@H](c3nc4ccccc4o3)C2)nc1` gave HEK cytotox -13%[230 µM], HEK293 viab -10%[87.6 µM], SNCA expr inh 84%[activator][87.6 µM], NIH3T3 tox inconclusive, FLuc inh -6%[230 µM], IP6K1 inh 18 and GPT2 inh inconclusive.
For COC(=O)[C@H]1CN(C(=O)NC(C)C)CCN1S(C)(=O)=O the results were HEK cytotox -10%[172 µM], HEK293 viab 6%[87.6 µM], SNCA expr inh 20%[87.6 µM], NIH3T3 tox -1%[138 µM], FLuc inh 0%[172 µM], IP6K1 inh 1 and GPT2 inh 2%[88.5 µM].
`COc1ccccc1N1CCN(c2ncccc2CNC(=O)c2ccco2)CC1` gave HEK cytotox inconclusive, HEK293 viab -4%, SNCA expr inh 13%, NIH3T3 tox -6%, FLuc inh -9%, IP6K1 inh -8 and GPT2 inh -1%.
For Cc1ccc(C)c(CN2CCC(CNC(=O)c3occc3C)C2)c1 (stereo not given) the results were HEK cytotox -17%, HEK293 viab -5%, SNCA expr inh -12%, NIH3T3 tox -8%, FLuc inh 11%, IP6K1 inh -5 and GPT2 inh inconclusive.
Cc1ccc(-n2nc3n(c2=O)CCN(C(=O)c2ccccc2Cl)C3)cc1 was read as HEK cytotox inconclusive, HEK293 viab -17%, SNCA expr inh 18%, NIH3T3 tox inconclusive, FLuc inh -22%, IP6K1 inh -8 and GPT2 inh inactive.
O=S(=O)(Nc1cccn2nc(C3CC3)nc12)c1cccnc1 was read as HEK cytotox -13%, HEK293 viab 4%, SNCA expr inh 10%, NIH3T3 tox -21%, FLuc inh -17%, IP6K1 inh 10 and GPT2 inh inconclusive.
Screening COc1ccc(NC(=O)c2sc3nc(-c4cc5cccc(OC)c5oc4=O)[nH]c(=O)c3c2C)cc1 returned HEK293 viab -6%, SNCA expr inh 12% and IP6K1 inh -4.
For Cc1ccc(C)c(N2CCN(C(=O)Cn3c(C)c4cnn(-c5ccccc5)c(=O)c4c3C)CC2)c1 the results were HEK293 viab 0%, SNCA expr inh -31% and IP6K1 inh -14.
`CCc1ccc(NC(=O)Cn2c(N3CCc4ccccc4C3)nc(C)cc2=O)cc1` gave HEK cytotox inconclusive, HEK293 viab 8%, SNCA expr inh 39%[activator], NIH3T3 tox inconclusive, FLuc inh -9%, IP6K1 inh 30 and GPT2 inh inactive.
Screening Cn1c(CO[C@H]2CN(C(=O)C3CCOCC3)C[C@H]2F)nc2ccccc21 returned HEK cytotox inactive, HEK293 viab 4%[87.6 µM], SNCA expr inh 5%[87.6 µM], NIH3T3 tox inactive, FLuc inh -5%[172 µM], IP6K1 inh -3 and GPT2 inh inactive.
`CC(C)c1ccc(NC(=O)CSC2=Nc3ccccc3C3=NC(CC(=O)NCc4ccc(F)cc4)C(=O)N23)cc1` (stereo not given) gave HEK293 viab -1%, SNCA expr inh -14% and IP6K1 inh -12.
Nc1ncn([C@H]2C[C@H](O)[C@@H](CO)O2)c(=O)n1 was read as HEK293 viab inconclusive, SNCA expr inh -12%, IP6K1 inh 19 and GPT2 inh 3%.
For O=C(NCc1cccc(Cl)c1)c1ccc2nnc(-c3cccnc3)n2c1 the results were HEK cytotox inconclusive, HEK293 viab 0%, SNCA expr inh -22%, NIH3T3 tox inconclusive, IP6K1 inh 14 and GPT2 inh inactive.
Screening O=C(N[C@H]1CCN2C(=O)c3cc(-c4ccccc4F)ccc3NC(=O)[C@H]12)c1cnccn1 returned HEK cytotox -24%[172 µM], HEK293 viab -6%[87.6 µM], SNCA expr inh inconclusive, NIH3T3 tox -44%[174 µM], FLuc inh -23%[172 µM], IP6K1 inh 2 and GPT2 inh -30%[88.5 µM].
Screening Cc1ccc(S(=O)(=O)Cc2nc(-c3ccc(C(=O)NCc4cccnc4)cc3)oc2C)cc1 returned HEK293 viab -19%, IP6K1 inh -3 and GPT2 inh inactive.
`Cc1cccc(N2C(=O)N(Cc3cc(=O)n4ccccc4n3)c3ccccc3S2(=O)=O)c1` gave HEK293 viab inconclusive, SNCA expr inh -26% and IP6K1 inh 53.
`O=c1[nH]c(N2CCOCC2)nc2c1CCN(Cc1ccc(F)c(F)c1)CC2` gave HEK cytotox -2%, HEK293 viab -8%, SNCA expr inh -2%, NIH3T3 tox -3%, FLuc inh 6%, IP6K1 inh 0 and GPT2 inh 4%.
CSc1cccc(NC(=O)CN(C)S(=O)(=O)c2ccc3c(c2)n(C)c(=O)c(=O)n3C)c1 was read as HEK293 viab -5%, SNCA expr inh 43%[activator] and IP6K1 inh 1.
`O=C(c1ccc2c(c1)OCO2)N1[C@@H](c2ccccc2)[C@@H](CO)C[C@]12CCCCNC2=O` gave HEK cytotox -16%, NIH3T3 tox inconclusive and IP6K1 inh 6.
`CN(C)C(=O)c1ccc(NC(=O)Cn2nnnc2-c2ccccc2F)cc1` gave HEK293 viab 7%, SNCA expr inh -2% and IP6K1 inh 40.
`O=C(c1cccnc1)N1CCCN(CCn2nc3n(c2=O)CCCC3)CC1` gave HEK cytotox 1%, NIH3T3 tox -14% and IP6K1 inh 28.
For O=C(NCC(c1ccccc1)c1ccccc1)c1nn(-c2ccccc2Cl)nc1CO the results were HEK293 viab -4%, SNCA expr inh inconclusive and IP6K1 inh 15.
COc1cc(NC(=O)c2nc3nc(C)cc(C(F)F)n3n2)c(OC)cc1Cl was read as HEK293 viab -4%, SNCA expr inh -1% and IP6K1 inh 4.
CC(=O)CC(c1ccc([N+](=O)[O-])cc1)c1c(O)c2ccccc2oc1=O (stereo not given) was read as HEK293 viab 68%[23.9 µM], SNCA expr inh 25%[25.6 µM], IP6K1 inh -17 and GPT2 inh inactive.
`COCc1cccc(-c2n[nH]c3c2CC(=O)N(CCc2ccncc2)C3)c1` gave HEK cytotox -19%[172 µM], HEK293 viab 10%[87.6 µM], SNCA expr inh 1%[87.6 µM], NIH3T3 tox inconclusive, FLuc inh 5%[172 µM], IP6K1 inh 15 and GPT2 inh -15%[88.5 µM].
`COc1ccc(Cl)cc1NC(=O)NCC1CCN(Cc2ccccc2F)CC1` gave HEK293 viab -7%, SNCA expr inh inconclusive and IP6K1 inh 13.
Screening O=C(Nc1ccc(C(F)(F)F)cc1)N[C@@H]1C[C@H](CO)[C@@H](O)[C@H]1O returned HEK cytotox 0%[172 µM], HEK293 viab 4%[87.6 µM], SNCA expr inh 12%[87.6 µM], NIH3T3 tox -13%[138 µM], FLuc inh 9%[172 µM], IP6K1 inh 12 and GPT2 inh 3%[88.5 µM].
`O=C(N[C@@H]1CCC[C@@H]1C(=O)N1CCCCC1)c1ccncc1` gave HEK cytotox -15%, HEK293 viab 0%, SNCA expr inh 0%, NIH3T3 tox -8%, FLuc inh -10%, IP6K1 inh 9 and GPT2 inh -2%.
For COc1cc(Cl)ccc1OCc1nnc(C(=O)N2CCC[C@@H]2c2nc3ccccc3[nH]2)n1-c1ccccc1 the results were HEK cytotox -27%, HEK293 viab inconclusive, SNCA expr inh -24%, NIH3T3 tox inconclusive, FLuc inh -15%, IP6K1 inh -2 and GPT2 inh -3%.
`COc1cc(OC)cc(C(=O)N2CCC3(CC2)NC(=O)N(c2cccc(F)c2)N3)c1` gave HEK cytotox inconclusive, HEK293 viab -10%, SNCA expr inh -17%, NIH3T3 tox inconclusive, FLuc inh -1%, IP6K1 inh -3 and GPT2 inh inconclusive.
Screening Cc1cccc(CC(=O)Nc2ccc3nc(N4CCC(C)CC4)cc(C)c3c2)c1 returned HEK293 viab 20%, SNCA expr inh 38%[activator] and IP6K1 inh 2.
`COc1ccc(CC(=O)N2CCN(C(=O)c3cccc(-c4ccccn4)c3)CC2)cc1` gave HEK cytotox inconclusive, HEK293 viab 4%[12.5 µM], SNCA expr inh 23%, NIH3T3 tox -14%, IP6K1 inh -11 and GPT2 inh 2%.
Screening CCn1ncc(N2CCCC(CC(=O)NCc3ccc(OC)cc3)C2)cc1=O (stereo not given) returned HEK cytotox 1%, HEK293 viab 11%, SNCA expr inh 44%[activator], NIH3T3 tox inconclusive, FLuc inh -1%, IP6K1 inh 10 and GPT2 inh -9%.
Screening COc1ccc(OC)c(NC(=O)Nc2cccc(-c3ccc(N4CCCCC4)nn3)c2)c1 returned HEK cytotox inconclusive, HEK293 viab -8%, SNCA expr inh inconclusive, NIH3T3 tox -22%, FLuc inh 0.25µM*, IP6K1 inh 1 and GPT2 inh inactive.
For COCCCNC(=O)C1CCCN(S(=O)(=O)c2ccc3c(c2)oc(=O)n3C)C1 (stereo not given) the results were HEK293 viab -5%, SNCA expr inh -3% and IP6K1 inh -4.

Copied from above (three entries):
Screening CCn1ncc(N2CCCC(CC(=O)NCc3ccc(OC)cc3)C2)cc1=O (stereo not given) returned HEK cytotox 1%, HEK293 viab 11%, SNCA expr inh 44%[activator], NIH3T3 tox inconclusive, FLuc inh -1%, IP6K1 inh 10 and GPT2 inh -9%.
Screening COc1ccc(OC)c(NC(=O)Nc2cccc(-c3ccc(N4CCCCC4)nn3)c2)c1 returned HEK cytotox inconclusive, HEK293 viab -8%, SNCA expr inh inconclusive, NIH3T3 tox -22%, FLuc inh 0.25µM*, IP6K1 inh 1 and GPT2 inh inactive.
For COCCCNC(=O)C1CCCN(S(=O)(=O)c2ccc3c(c2)oc(=O)n3C)C1 (stereo not given) the results were HEK293 viab -5%, SNCA expr inh -3% and IP6K1 inh -4.

These rows are one share of the data; count on the stated rates, not on these rows.
